Bioassay records (PubChem BioAssay)
AI-2 QS mod – modulators of Vibrio harveyi AI-2 quorum sensing system; Vibrio harveyi JMH597 AI-2 luminescence/OD600 ratio, 9 h; hits give low values; strain lacks LuxN and CqsS sensors; 0 = neutral-control median; activity change, % at 7.5 µM; hit rate 0.4% among 300,000; AID 2094; in the data active = activity change below about -75%, passing the limit was not always enough; inconclusive = no clear call, values can overlap the other calls;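 also: luminescence divided by OD600 gain over 9 h not by final OD600 alone; inactives centre near 13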
aSyn UTR inh – 5' untranslated region of α-synuclein, MLPCN primary screen | alpha-synuclein 5'UTR reporter, inhibitor activity | inhibition, % (tested at 7.5 µM) | hit rate 0.82% among 300,000 | AID 1813; in the data active = inhibition above about 60%; inconclusive = no clear call, values can overlap the other calls;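 also: H4 neuroglioblastoma cells stably carrying SNCA 5'UTR luciferase fusion; 0% = DMSO wells and 100% = positive control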
HSP90 refold inh – blocks HSP90-mediated luciferase refolding in reticulocyte lysate. Rabbit reticulocyte lysate, luciferase refolding luminescence, 3 h. hit rate 0.91% among 290,000. AID 1789. inhibition, % at 5.6 µM;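 active = inhibition above the screen-wide mean plus 3 SD, computed separately per campaign, cut at about 16% in these data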;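 also: 0% = DMSO wells and 100% = 60 µM geldanamycin wells; inhibitors lower the luminescence because luciferase stays unfolded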
KLF5 inh – inhibitors of KLF5 expression; DLD-1 KLF5 promoter-luciferase reporter, luminescence; inhibition, % at 5 µM; hit rate 0.23% among 290,000;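 active = inhibition above a per-plate limit of that plate's mean compound inhibition plus 3 SD, cut at about 60% in these data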;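 also: 0% = DMSO wells and 100% = LY294002 at 200 µM; higher means less KLF5 promoter-driven luciferase light; inactives centre near -14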
GSK3beta inhib – human GSK3beta kinase inhibition; activity score (negative = inhibition), % at 10 µM; P49841; hit rate 0.038% among 300,000; GST-GSK3beta kinase, ADP-Glo luminescence, 60 min; hits give low values;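 active = more than half of replicate wells score below -50%, meaning over 50% inhibition versus plate controls; inconclusive = some replicates but at most half score below -50%; inactive = no replicate scores below -50%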;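 also: 0% = median DMSO wells and -100% = median GW8510 positive control wells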
Target sequence (P49841 whole entry, looked up): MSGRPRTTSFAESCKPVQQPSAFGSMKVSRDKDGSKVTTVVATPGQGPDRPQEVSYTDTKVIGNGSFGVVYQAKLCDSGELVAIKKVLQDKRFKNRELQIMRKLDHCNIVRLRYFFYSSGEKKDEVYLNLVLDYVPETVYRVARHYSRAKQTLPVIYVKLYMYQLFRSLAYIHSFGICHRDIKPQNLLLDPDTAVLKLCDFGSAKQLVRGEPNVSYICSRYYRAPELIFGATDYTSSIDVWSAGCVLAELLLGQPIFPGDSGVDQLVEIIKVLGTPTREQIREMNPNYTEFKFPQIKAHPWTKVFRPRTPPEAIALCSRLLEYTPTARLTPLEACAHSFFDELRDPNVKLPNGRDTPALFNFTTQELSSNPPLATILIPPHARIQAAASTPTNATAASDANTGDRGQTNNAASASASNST
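Assay system: GST-fused GSK3beta enzyme, cell-free / Medium: Tris pH 7.5 buffer with MgCl2, DTT, BSA, heparin / Also added: peptide substrate plus 25 µM ATP (final) / Compound: 10 µM single point / Timing: kinase reaction with compound 60 min at room temperature / Detection: ADP-Glo luminescence / Benchmarks: DMSO neutral wells and GW8510 at 20 µM as positive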
IEC-6 tox – IEC-6 cytotoxicity, counter-screen for KLF5 inhibitors; hit rate 0.78% among 290,000; luminescence viability; AID 1825; inhibition, % at 5 µM; in the data active = inhibition above about 22%;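 also: 0% = plate median of test compound wells and 100% = cytotoxic reference compound wells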
HSF-1 act – increases HSF-1 driven luciferase reporter signal; NIH3T3-HGL HSF-1 luciferase reporter, MG132, 8 h; 100% = twice DMSO control signal; activation, % at 9 µM; hit rate 1.7% among 300,000; AID 504408;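 active = mean replicate activation of at least 50% with a set share of replicates each reaching 50%; inconclusive = only one of those two conditions met; inactive = mean below 50% and too few replicates reaching it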;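 also: 0% = median of the neutral control wells and 100% = twice that signal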
HSF1 inhib – HSF1 inhibition; NIH3T3-HGL HSE-luciferase, MG132-induced, luminescence 8 h; hits give low values; activity change, negative = inhibition, % at 7.5 µM (by protocol); hit rate 0.77% among 300,000;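 active = more than half of replicate wells show activity change below -50%, luminescence cut by over half; inconclusive = some wells, but at most half, below -50%; inactive = no replicate well below -50%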;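 also: luciferase reports HSF-1 transcriptional activity via heat shock element; 0% = median of DMSO wells and -100% = zero luminescence signal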
GSK3 alpha inh – human GSK-3 alpha kinase inhibition | ADP-Glo luminescence, 60 min | inhibition, % at 10 µM | hit rate 0.1% among 320,000 | P49840 | AID 2650;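 in the data active = inhibition above about 50%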;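 also: GST-tagged GSK-3 alpha with peptide substrate and 25 µM ATP; 0% = DMSO neutral wells and 100% = GW8510 positive control wells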
Target sequence (P49840 whole entry, looked up): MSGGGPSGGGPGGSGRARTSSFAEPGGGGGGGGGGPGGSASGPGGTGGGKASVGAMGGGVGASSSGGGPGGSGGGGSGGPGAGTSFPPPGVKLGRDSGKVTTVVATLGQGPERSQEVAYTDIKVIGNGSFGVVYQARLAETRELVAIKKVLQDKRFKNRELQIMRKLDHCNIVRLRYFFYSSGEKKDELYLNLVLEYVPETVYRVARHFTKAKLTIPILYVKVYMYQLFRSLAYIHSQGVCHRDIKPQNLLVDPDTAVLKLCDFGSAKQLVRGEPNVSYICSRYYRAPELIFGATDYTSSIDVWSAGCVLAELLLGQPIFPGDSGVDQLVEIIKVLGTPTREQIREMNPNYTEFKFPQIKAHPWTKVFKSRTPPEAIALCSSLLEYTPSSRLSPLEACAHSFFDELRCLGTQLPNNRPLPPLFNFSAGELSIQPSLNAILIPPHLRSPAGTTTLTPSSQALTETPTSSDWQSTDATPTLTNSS
PolyA inh – blocks polyadenylation in yeast reporter cells | S. cerevisiae SKY197-pL101 polyadenylation reporter, beta-gal luminescence; efflux-impaired pdr1/pdr3 knockout yeast; score 100 = 6 SD above DMSO | hit rate 0.02% among 300,000 | calls only at 12 µM;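 active = lowest replicate activity score at least 50, where 100 means six control SD above control mean; inconclusive = lowest score under 50 but half or more replicates reach 50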;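 also: yeast exposed to compound for 9 h at 30 °C; higher score means more reporter readthrough which indicates perturbed polyadenylation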
Active calls of the source: *; i = inactive; ? = inconclusive; . = not tested or not shown.

SMILES	AI-2 QS mod	aSyn UTR inh	HSP90 refold inh	KLF5 inh	GSK3beta inhib	IEC-6 tox	HSF-1 act	HSF1 inhib	GSK3 alpha inh	PolyA inh
Cc1noc(C)c1S(=O)(=O)Nc1ccc(C(=O)N2CCN(c3cccc(Cl)c3)CC2)cc1	49	22	5	-10	0	0	0	-6	2	i
Cc1nc(Cc2nnc(SCC(=O)Nc3c(C)cccc3C)o2)cs1	5	2	.	.	-2	.	7	-2	-3	i
Cc1ccc(S(=O)(=O)c2cnc3cc(C)nn3c2N)cc1	-90*	9	1	-16	-2	0	-16	0	3	.
CC1(C)CC(=O)C(C2C3=C(CC(C)(C)CC3=O)Oc3ccccc32)C(=O)C1 (stereo unspecified)	21	.	0	-5	3	-6	40	10	-2	i
Cc1ccc(S(=O)(=O)N2CCCC(NC(=O)N3CCN(c4ccccc4)CC3)C2)cc1 (stereo unspecified)	11	32	-1	-14	-3	-2	-6	-2	1	i
O=C(CCC(=O)N1CCN(S(=O)(=O)c2ccccc2)CC1)NC1CCCc2ccccc21 (stereo unspecified)	21	9	4	-41	3	-8	-10	-6	-2	i
O=C(COC(=O)CCc1nc2ccccc2c(=O)[nH]1)Nc1ccc(Cl)cn1	4	-15	2	12	-4	-2	4	2	1	i
CCOc1cc(CN2CCN(C(=O)c3cccc4ccccc34)CC2)ccc1OC	-6	25	-1	-20	5	-3	2	-10	-4	i
O=C(CN(Cc1ccc(F)cc1)S(=O)(=O)c1ccc(S(=O)(=O)N2CCOCC2)cc1)Nc1ccccc1	-3	7	6	8	-6	2	0	4	-1	i
COc1ccc(NC(=O)NNC(=O)c2ccc3ccccc3c2O)c(OC)c1	15	-1	1	-11	1	2	-9	-2	-4	i
CC(=O)O[C@H]1CC[C@]2(C)[C@H]3CC=C4[C@@H]5[C@@H](C)[C@H](C)CC[C@]5(C(=O)O)CC[C@@]4(C)[C@]3(C)CC[C@H]2C1(C)C	15	15	.	.	1	.	-10	-4	2	i
COc1ccccc1N1CCN(C(=O)c2cc3cc(Cl)ccc3[nH]2)CC1	-45	-40	5	2	2	8	5	0	-1	i
CC(=O)Nc1ccc(NC(=O)c2ccccc2N(C)S(C)(=O)=O)cc1	6	0	3	-26	-3	-1	-1	-6	0	i
CCOC(=O)c1c(C)c(C(=O)NCCCOC)c(C)n1C	1	13	-2	0	3	-9	3	-5	.	i
COC(=O)N1C(=O)[C@](c2ccc(Cl)cc2)(C(C)C)N1C(=O)OC	17	-19	0	-13	2	8	13	15	-5	i
COc1cc(/C=C2\C(=O)NN(c3ccccc3)C2=O)ccc1OCC(N)=O	18	10	-3	-34	-6	1	-15	-6	-5	.
O=C(Nc1ccc2c(c1)OCCO2)c1cccc2nc3ccccc3nc12	12	?	1	-17	6	1	20	7	-1	.
CCOC(=O)c1cc(-c2ccc(OC(F)F)cc2)nc2nc(SC)[nH]c(=O)c12	26	19	4	1	2	-7	2	0	-3	i
CCOc1ccccc1N(CC(=O)Nc1ccccc1F)S(=O)(=O)c1ccccc1	14	6	5	-32	2	-1	4	2	-1	i
CSc1cccc(NC(=O)C2C3C=CC4(O3)C2C(=O)N(CCCN2CCOCC2)C4C(=O)NC2CCCCC2)c1 (stereo unspecified)	.	9	0	6	.	-10	0	-10	2	i
CN1CCCN(C(=O)c2cc(-c3ccc(Cl)c(Cl)c3Cl)nc3ccccc23)CC1	2	-53	6	0	-1	13	-17	0	2	i
C[n+]1cccc2c(Br)ccc([O-])c21	20	6	19*	-8	0	-6	4	-2	-1	i
CCN(CC)S(=O)(=O)c1ccc(N2CCOCC2)c(NC(=O)Cc2ccccc2)c1	26	38	0	-3	0	0	-2	-4	-1	i
CCCNc1nc2c(c(=O)[nH]c(=O)n2C)n1CCc1ccccc1	3	-2	0	6	-1	-5	-1	-3	-2	i
O=C(CNC(=O)c1ccccc1)OCC(=O)c1cccs1	15	1	0	-17	3	-6	9	2	1	i
O=C(c1ccccc1)c1cc2c(cc1[N+](=O)[O-])OCCO2	1	-3	3	-5	0	8	14	-9	1	i
COCCNC(=O)COc1ccc(C)c(C)c1	3	-7	2	-11	2	-1	12	-3	5	i
Nc1n[nH]c(C2CC2)c1N=Nc1ccc(Cl)c(Cl)c1	11	2	1	-33	-3	8	28	0	-3	i
O=C(/C=C/c1ccccc1Cl)Nc1cccc(S(=O)(=O)NC2=NCCCCC2)c1	50	-82	-1	4	1	0	41	20	-9	i
Cc1cc(C)nc(/N=C(/NC(=O)Nc2ccc(Cl)c(Cl)c2)Nc2cccc(Cl)c2)n1	16	-6	3	-16	3	0	-13	1	-2	i
COC(=O)c1ccc(OC(=O)c2ccco2)cc1	28	-12	2	-2	-1	-1	6	7	-1	i
O=C(O)c1cc(OCc2ccccc2)cc(OCc2ccccc2)c1	7	1	-3	-18	-2	-2	-8	-4	-3	i
COc1ccc[nH]c1=O	2	0	-3	-13	1	-4	5	-5	1	i
O=C(CSc1nc2ccccc2s1)N/N=C/c1ccccc1C(=O)O	6	-90	18*	-49	-2	4	-62	-63*	-6	i
CC(C)CCNC(=O)CNC(=S)N(CCCN1CCOCC1)Cc1cccs1	17	11	1	-38	0	-5	6	-1	-1	i
COc1cc(C(=O)N(CCc2ccccc2)C2CC3CCC(C2)N3C)cc(OC)c1OC (stereo unspecified)	32	-25	4	-12	2	-5	-3	-1	-2	i
CN1CN(C)c2ccc([N+](=O)[O-])c3cccc1c23	-10	35	6	13	0	3	-12	2	4	i
CN(CCCNC(=O)CCC(=O)N1CCOc2ccc(Cl)cc21)Cc1ccccc1	33	-1	0	-21	0	12	2	-1	-1	i
O=C1CSCN1c1ccc(Cl)cc1	1	4	-1	-20	0	3	4	-3	-2	i
c1ccc(Cc2nc3ccccc3[nH]2)cc1	50	-24	-8	-26	4	-7	1	12	11	i
CC1(C)Cc2nc(NCCCO)c(C#N)cc2CO1	17	9	-2	-10	0	0	-8	-1	-1	i
CCOc1ccc(C(=O)NC(=S)Nc2cc(C)ccn2)cc1[N+](=O)[O-]	10	-11	.	.	-2	.	-16	2	-3	i
Cc1sc2ncnc(-n3nnc4ccccc43)c2c1C	16	-15	-1	-7	2	-2	9	3	-1	i
Cc1nnc(NC(=O)CSc2ccc(-c3ccco3)nn2)s1	-39	12	1	-18	3	-8	16	0	0	i
NC(=O)COC(=O)/C=C/c1cccc(Br)c1	2	11	2	-9	-3	3	40	16	-2	i
Cc1ccc(C(c2nnnn2C(C)(C)C)N2CCC(C)CC2)cc1 (stereo unspecified)	2	-13	6	-25	2	-2	-8	-15	-3	i
COC(=O)[C@]1(Cc2ccccc2)N[C@H](c2ccc(-c3ccc(OC)cc3)cc2)[C@@H]2C(=O)N(C)C(=O)[C@@H]21	11	27	.	.	4	.	-4	2	-1	i
CS(=O)(=O)N(CC(=O)NCc1ccccc1Cl)c1cccc([N+](=O)[O-])c1	29	-14	3	-7	-2	-4	-7	-2	0	i
COc1ccc(OC)c(NC(=O)c2ccc(-c3cccs3)cc2)c1	10	-43	5	-6	4	4	2	5	-3	i
COc1ccc([C@H]2/C=C\CN(S(=O)(=O)c3ccc4ccccc4c3)[C@@H](C)C(=O)N2Cc2ccc(F)cc2)cc1	4	0	.	.	3	.	.	5	-1	i
O=C(CNC(=O)c1ccccc1O)N/N=C/c1ccccn1	22	-16	-2	-23	-1	0	12	-1	-2	i
COc1ccc(Nc2nc(-c3cccnc3)cs2)c(OC)c1	-6	-175	0	-89	-5	4	-16	-2	2	i
Cc1c(C(N)=O)c(-c2ccccc2)nn1-c1ccccc1	26	14	4	18	10	3	4	-5	1	i
O=S1(=O)C=C(SCc2ccccc2)Nc2ccccc21	1	-15	-4	-17	-4	-4	12	19	3	i
Cn1cc(CN2CCN(c3ccc(Cl)cn3)CC2)c(-c2ccccc2F)n1	26	5	-5	-24	1	-2	0	-2	-5	i
OCCC1CN(Cc2ccccc2-c2ccco2)CCN1C1CCCC1 (stereo unspecified)	10	6	-5	-15	-1	-3	8	2	2	i
Cc1ccc(CN(CC(=O)NCCc2ccccc2)C(=O)CCCC(=O)Nc2cc(C)on2)cc1	19	3	2	-36	1	-5	2	-2	1	i
CN=c1scc(-c2ccccc2F)n1/N=C/c1ccc[nH]1	9	83*	85*	94*	1	-5	-90	-87*	1	i
Cc1cc(-c2ccccc2)nc(N2CCC(C(=O)NC(C)C)CC2)n1	13	8	-2	-48	0	3	0	4	-2	i
Fc1ccc(C(c2nnnn2Cc2cccs2)N2CCN(C3CCCC3)CC2)cc1 (stereo unspecified)	24	-26	0	5	-1	9	-6	-9	-3	i

Next entries:
SMILES	AI-2 QS mod	aSyn UTR inh	HSP90 refold inh	KLF5 inh	GSK3beta inhib	IEC-6 tox	HSF-1 act	HSF1 inhib	GSK3 alpha inh	PolyA inh
CCN(C(=O)COC(=O)c1cc(S(=O)(=O)Nc2c(C)n(C)n(-c3ccccc3)c2=O)ccc1Cl)C1CCCCC1	31	20	-1	-7	0	-4	15	-5	-2	i
COC(=O)/C(=C\Nc1ccc(Cl)cc1Cl)NC(=O)c1ccc(Cl)cc1Cl	6	4	-3	-5	2	-2	-22	-12	1	i
CS(=O)(=O)c1ccc(Cl)c(NC(=O)COC(=O)c2ccc(F)cc2Cl)c1	17	-10	-6	-36	-1	0	-2	-1	-7	i
COc1ccccc1CNC(=O)N1CCN(c2ccccc2C)CC1	-9	28	0	10	1	3	-78	-72*	6	i
N#CCSc1nc2scc(-c3cccs3)c2c(=O)n1CCc1ccccc1	3	3	3	-19	-5	-9	13	1	-2	i
Cn1cc(C(=O)Nc2ccc(Cl)cc2)c(C(F)(F)F)n1	13	-6	1	-9	1	-6	-6	3	.	i
O=C1Nc2ccccc2C(=O)N2C[C@@H](O)C[C@H]12	19	0	-2	20	5	-7	-7	-2	-1	.
CCOc1ccc(-c2nc(C#N)c(NCC3CCCO3)o2)cc1 (stereo unspecified)	12	-10	2	-43	-2	-1	9	-3	4	i
CCN(CC)C(=O)CN(c1ccc(Cl)cc1)S(=O)(=O)c1ccccc1	9	-5	4	11	0	-3	24	4	1	i
CCOC(=O)c1cc2c(=O)n3cccc(C)c3nc2n(CCCOC)c1=NC(=O)c1cccnc1	29	29	2	-30	1	11	3	3	-2	i
O=C(c1cc(C2CC2)on1)N1CCN(c2ccc(F)cc2)CC1	46	3	1	-21	-3	-2	-3	7	1	i
O=C(OCc1c(F)cccc1Cl)c1cnc2ccccc2n1	10	-7	-4	-6	1	-10	4	-4	1	i

Only part of the results is shown (hit frequency here may not be typical).
